# Compound activity (PubChem BioAssay)
# FBPA Giardia inh – Giardia lamblia aldolase inhibition; purified Giardia FBPA; Potency, µM (series often up to 59.6 µM), without a hit: at the highest dose activity, negative = inhibition, hits mostly inhibitors; 290,000 tested, 0.71% active; note: potency is the fitted concentration of half-maximal effect; nearly all actives have a fitted effect of over 55% in size
# Target sequence (A8B2U2 whole entry, looked up): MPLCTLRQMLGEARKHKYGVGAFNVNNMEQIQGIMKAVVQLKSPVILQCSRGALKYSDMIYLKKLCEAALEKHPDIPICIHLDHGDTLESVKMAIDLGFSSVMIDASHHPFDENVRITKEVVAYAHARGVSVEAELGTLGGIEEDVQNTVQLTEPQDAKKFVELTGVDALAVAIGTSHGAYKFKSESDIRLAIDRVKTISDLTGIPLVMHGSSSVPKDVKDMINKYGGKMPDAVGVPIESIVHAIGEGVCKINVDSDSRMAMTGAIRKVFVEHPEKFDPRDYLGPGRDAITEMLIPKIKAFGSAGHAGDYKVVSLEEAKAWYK
#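 Giardia FBPA (40 nM reagent) was preincubated 10 min at RT with compound (up to 57.5 uM final), then substrate plus GAPDH/TPI/NAD/arsenate coupling system with diaphorase/resazurin was added; resorufin fluorescence (525/598 nm) was read after 20 min.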
# AmpC inh detg – blocks E. coli AmpC beta-lactamase in detergent assay; P00811; AmpC hydrolysis of nitrocefin, absorbance 480 nm, 0.01% Triton; Potency, µM (highest dose often 114 µM), without a hit: at the top dose activity change, negative = inhibition, actives largely listed as inhibitors; 370,000 tested, 0.041% active; AID 485294;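 note: potency is the fitted concentration of half-maximal effect; 0% = no-compound wells and -100% = no-enzyme wells; nearly all actives have a fitted effect of over 25% in size; some results filed as inactive show a strong effect at the top dose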
# Target sequence (P00811 whole entry, looked up): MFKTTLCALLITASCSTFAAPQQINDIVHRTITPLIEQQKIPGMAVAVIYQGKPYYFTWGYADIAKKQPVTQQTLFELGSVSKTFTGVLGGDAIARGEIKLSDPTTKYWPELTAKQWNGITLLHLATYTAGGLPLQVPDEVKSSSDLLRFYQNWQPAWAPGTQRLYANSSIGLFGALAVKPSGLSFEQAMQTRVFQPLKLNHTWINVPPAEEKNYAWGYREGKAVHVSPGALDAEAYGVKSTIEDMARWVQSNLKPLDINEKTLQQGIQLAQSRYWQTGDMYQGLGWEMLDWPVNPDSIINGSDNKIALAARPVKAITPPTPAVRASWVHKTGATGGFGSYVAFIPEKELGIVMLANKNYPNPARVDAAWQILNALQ
#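 AmpC (5.3 nM in the dispensed reagent) in 20 mM phosphate pH 7.0 with 0.01% (detergent screen) or 0.0001% Triton X-100 was preincubated with compounds for 15 min at room temperature. Nitrocefin was then added from an 800 uM solution, and hydrolysis was followed at 480 nm.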
# Sm TGR inh – inhibitors of Schistosoma mansoni thioredoxin glutathione reductase | Q962Y6 | purified TGR, DTNB reduction, TNB absorbance 405 nm | Potency, µM (titrated, usually from 114 µM), for inactives: at the highest dose activity change, negative = inhibition, actives largely listed as inhibitors | 360,000 tested, 3% active; note: potency is the fitted concentration of half-maximal effect; nearly all actives have a fitted effect of over 60% in size
#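 Kinetic colorimetric format: TGR-catalysed, NADPH-driven DTNB reduction monitored via TNB absorbance. Enzyme dispensed at 20 nM; compound exposure 15 min at room temperature before reaction start.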
# HCV inh – inhibitors of hepatitis C virus infection. Huh7.5.1 HCVcc-Cre infection, luciferase reporter, 44 h. AID 651820. 340,000 tested, 3.4% active. Potency, µM (doses to about 41.8 µM), for the others: at the top dose activity change, negative = inhibition, usual class: inhibitors; note: potency is the fitted concentration of half-maximal effect
#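 Seed cells (1,000/well) for 4 h; treat with compound and infect with HCVcc-Cre, moi about 0.5. Incubate 44 h, then detect luciferase activity.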
# AMA1-RON2 inh – disrupts binding of P. falciparum AMA1 to RON2; AlphaScreen AMA1-biotinylated RON2 peptide binding; Potency, µM (titrated, usually from 58.2 µM), for the others: at the highest dose activity change, negative = inhibition, usual class: inhibitors; 360,000 tested, 0.2% active; AID 720542;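 note: potency is the fitted concentration of half-maximal effect; 0% = vehicle wells and -100% = peptide control; nearly all actives have a fitted effect of over 45% in size; some results filed as inactive show a strong effect at the top dose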
#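 AMA1 (3D7) with his tag at 25 nM final met compounds first, then biotinylated RON2 peptide at 25 nM; detection used donor plus acceptor beads, 10 µg/mL apiece, read by AlphaScreen after 30 min at room temperature.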
# HCMV antiviral – inhibitors of human cytomegalovirus. HFF cells, HCMV-luciferase reporter, 72 h; hits give low values. activity change, negative = inhibition, % at 57.5 µM. 410,000 tested, 4.5% active; in the data active = activity change below about -60%; inconclusive = no clear call, values can overlap the other calls; inactive = above about -39%
#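 Steps: HFFs plated, 16 h 37C; compounds added; HCMV-luciferase added to MOI 1 PFU/cell; 72 h 37C; OneGlo reagent, 5 min room temperature; luminescence read, normalized to controls.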
# The depositor's hits bear a star; u = inconclusive; x = not tested or not shown; [ ] = another dose, or the depositor's remark. Unless noted, calls come from the whole dose curve; as a rule, active = well fitted curve in the direction sought with a large enough effect; inconclusive = small, poorly fitted or top-dose-only effect, or another doubt; inactive = no such curve, though single readings can be large; an effect the other way counts as inactive or inconclusive. Unless noted, % is set by controls: 0 for no effect and ±100 for the full control effect.
SMILES,FBPA Giardia inh,AmpC inh detg,Sm TGR inh,HCV inh,AMA1-RON2 inh,HCMV antiviral
CCCCOc1ccc(C2C(C(=O)Nc3ccccc3OC)=C(C)Nc3nnnn32)cc1OC (stereo unspecified),x,18%,16%,x,x,-17
Cc1ccc2c(CSc3nnnn3C)cc(=O)oc2c1,3%,-7%,-8%,u,-9%,71
CCOc1ccc(NC(=O)N2CCC(N3CCCCC3)CC2)cc1,x,15%,-3%,x,x,-11
COn1c(=S)[nH]c2ccccc2c1=O,-20%,-8%,-2%,x,-1%,-4
N#C/C(=C\c1ccc(Cl)cc1)c1nc(-c2ccco2)cs1,4%,u,3%,u,0%,-29
Cc1ccc(NC(=O)c2ccccc2F)nc1,2%,u,0%,-18%,15%,60
Cc1noc(C)c1C(=O)Nc1cccc(S(=O)(=O)N2CCOCC2)c1,x,-21%,-2%,14%,3%,-6
O=C(NC1CCN(Cc2ccccc2Cl)CC1)c1ccccc1,0%,-3%,1%,-17%,24%,-22
C=CCn1c(SCC)nc2sc3c(c2c1=O)CCc1ccccc1-3,-2%,u,5%,-52%,17%,0
Cc1ccc(NS(=O)(=O)c2cccc(C(=O)NNC(=O)c3cccn3C)c2)c(C)c1,x,1%,-3%,-17%,40%[activator],14
Cc1cc(-n2c(C)cc(C(=O)CSc3nnnn3-c3ccccc3)c2C)no1,3%,u,-27%,8.9µM*,0%,-10
CCOc1ccc2nc(NS(=O)(=O)c3ccc4c(c3)n(C)c(=O)n4C)sc2c1,-5%,u,0%,3%,-18%,17
COc1cc(NC(=O)c2ccccc2-n2cnnn2)cc(OC)c1,x,u,-2%,-11%,-14%,6
O=C(Nc1ccc(O)cc1)c1cccc(Oc2ccc([N+](=O)[O-])cc2)c1,4%,-3%,u,11µM*,-2%,-33
c1ccc2c(CN3CCOCC3)csc2c1,-17%,-10%,-1%,22%,4%,53
Cn1cnnc1SCc1nc(N)nc(Nc2ccccc2)n1,-2%,-5%,4%,16%,-1%,5
C=CCn1c(C(CC)CC(C)(C)O)n[nH]c1=S (stereo unspecified),u,5%,x,-3%,-1%,-25
CCOC(=O)Cc1csc(NC(=O)CN(C)S(=O)(=O)c2cccc3cccnc23)n1,3%,u,4%,-6%,6%,81
COc1ccccc1CNC(=O)COC(=O)c1cccc(S(=O)(=O)N2CCOCC2)c1,x,u,-1%,11µM*,-14%,-32
C[C@H](CO)N1C[C@H](C)[C@@H](CN(C)S(=O)(=O)c2ccccc2)Oc2ccc(NC(=O)Nc3ccc4c(c3)OCO4)cc2C1=O,x,x,x,-13%,-29%,6
O=C(c1ccc(S(=O)(=O)N2CCc3ccccc3C2)cc1)N1CCCCC1,3%,u,-11%,u,12%,-62*
CC(C)Cc1nnc(NC(=O)CCC(=O)N2CCN(c3ccc([N+](=O)[O-])cc3)CC2)s1,1%,-5%,-7%,u,-1%,u
NN=C(NN=Cc1ccccc1)c1ccccc1,x,x,x,4%,-14%,50
CCc1nc2c(sc3nc4c(cc32)COC(C)(C)C4)c(=O)n1CCN(CC)CC,3%,1%,-2%,u,0%,71
O=C(CC(c1ccccc1)(c1ccccc1)c1ccccc1)N[C@@H](Cc1ccc(O)cc1)C(=O)O,27%,0%,-9%,26%,1%,-12
# The list continues.
SMILES,FBPA Giardia inh,AmpC inh detg,Sm TGR inh,HCV inh,AMA1-RON2 inh,HCMV antiviral
O=C(COC(=O)c1cc(Cl)ccc1[N+](=O)[O-])NC1CC1,x,x,x,-14%,-5%,-24
COc1ccc2nc(NC(=O)C3CCN(C(=O)c4ccc(F)cc4)CC3)sc2c1,x,-2%,3%,u,8%,-10
Cc1ccc(C(=O)OCC(=O)NCCc2ccc(F)cc2)cc1S(=O)(=O)N1CCOCC1,x,x,x,20%,1%,3
COc1ccc(C)cc1NC(=O)C(NCC1CCCO1)c1ccccc1 (stereo unspecified),7%,0%,5%,4%,-4%,-33
O=[N+]([O-])c1ccc(-c2nn(-c3ccccc3)cc2/C=N/n2c(-c3cccs3)n[nH]c2=S)cc1,-18%,-2%,0%,u,58%[activator],-24
Oc1ccc(C23CCCC2C2(CCCC2)c2ccc(O)cc2O3)c(O)c1 (stereo unspecified),x,11%,-16%,10µM*,-2%,u
Cn1c(=O)c2ncn(CC(=O)NC3CCCCCC3)c2n(C)c1=O,3%,u,7%,2%,-17%,-16
O=C(COc1ccccc1)Nc1ccc(Cl)c(-c2nc3ncccc3o2)c1,5%,4%,-21%,-3%,12%,17
O=C(COC(=O)/C=C/c1ccco1)NCc1ccc(Cl)cc1Cl,x,x,x,-27%,-7%,15
CCN(CC)CCCNc1nc(SC)nc2sc3c(c12)CCN(C)C3,1%,-1%,1%,x,x,x
O=C(c1ccc(F)cc1F)N1CCCc2ccccc21,17%,-11%,5%,24%,1%,-31
COc1ccc(CC(=S)N2CCOCC2)cc1F,-2%,0%,-25%,22%,-9%,-9
O=C(Cc1ccccc1)Nc1ccccc1N1CCN(c2ccccc2)CC1,-2%,-12%,4%,0%,-8%,u
COc1cc2c3c(c1)/C(=C1/SC(NC(C)=O)=NC1=O)C(=O)N3C(C)(C)C=C2C,-11%,0%,40µM*,4%,-17%,60
C=C(C1=CCN(S(=O)C(C)(C)C)[C@@H]1CCO)c1ccccc1 (stereo partly specified),x,x,x,14%,-12%,29
CCOc1ccccc1/C=N/NC(=O)c1ccc(Cn2cc([N+](=O)[O-])cn2)o1,-21%,-11%,-25%,-19%,-4%,59
Cc1cc(NS(=O)(=O)c2ccc(NC(=O)C(CC(C)C)N3C(=O)c4ccccc4C3=O)cc2)nc(C)n1 (stereo unspecified),-5%,-7%,0%,20%,-1%,-3
CC1CC=CCC12C(=O)NC(=S)NC2=O (stereo unspecified),x,x,x,34%[activator],-16%,17
CCOC(=O)c1ccc(Nc2ncccc2[N+](=O)[O-])cc1,-1%,2%,6%,5%,u,48
Cc1nn(-c2ccccc2)c2nc(C(F)(F)F)[nH]c(=O)c12,-17%,u,-1%,0%,-10%,-14
CCN1CCC(N2CCN(c3ccc(Cl)cc3)CC2)CC1,-6%,-18%,-6%,-19%,2%,x
Cc1ccc(SCCNC(=S)Nc2ccc(C)cc2C)cc1,8%,-7%,-24%,u,18%,u
Cc1cc(NC(=O)CSc2nc3ccccc3c(=O)n2C(C)c2ccccc2)no1 (stereo unspecified),-3%,-15%,10%,u,-5%,u
O=C(Nc1cccnc1)c1cc(-c2cccnc2)nc2ccc(Br)cc12,x,-7%,-25%,-29%,-1%,83
COc1ccc(-c2coc3cc(OC4OC(CO)C(O)C(O)C4O)cc(O)c3c2=O)cc1 (stereo unspecified),7%,0%,-2%,-5%,-2%,63

# Record cards, as listed above. Order of screens: FBPA Giardia inh | AmpC inh detg | Sm TGR inh | HCV inh | AMA1-RON2 inh | HCMV antiviral
# Cc1cc(NC(=O)CSc2nc3ccccc3c(=O)n2C(C)c2ccccc2)no1 (stereo unspecified) reads -3% | -15% | 10% | u | -5% | u
# O=C(COC(=O)/C=C/c1ccco1)NCc1ccc(Cl)cc1Cl reads x | x | x | -27% | -7% | 15

# The list goes on:
SMILES,FBPA Giardia inh,AmpC inh detg,Sm TGR inh,HCV inh,AMA1-RON2 inh,HCMV antiviral
Cc1ccc(C(=O)NCc2ccccc2)cc1NC(=O)c1nsc2ccccc12,x,3%,-3%,x,x,48
O=C(NNC1CC(=O)N(c2ccc(Cl)cc2)C1=O)c1ccccn1 (stereo unspecified),-10%,3%,4%,13%,86%[activator],-22
NNc1ccc(Cl)nn1,20µM*,-9%,8%,-1%,75%[activator],0
O=C(NCCCO)c1ccc2nc(-c3ccco3)c(-c3ccco3)nc2c1,u,-14%,2.5µM*,-12%,u,35
Cc1nc(CNC(=O)CC2C(=O)NCCN2Cc2ccoc2)nc2c1CCCC2 (stereo unspecified),-16%,-4%,14µM*,3%,33%[activator],-36
CCOC(=O)Cc1csc(NC(=O)CSc2nncn2C)n1,4%,-6%,-10%,-14%,14%,-3
c1ccc2c(CSc3ncnc4nc[nH]c34)cccc2c1,-2%,6%,0%,u,54%[activator],-69*
O=c1[nH]cnc2cc(-c3ccc(Br)cc3)sc12,0%,-10%,-8%,u,-10%,112
CCN(CC)C(=O)c1ccccc1NS(=O)(=O)c1ccc(C)cc1,-6%,-11%,2%,3%,-11%,-1
Cc1nnc(SCC(=O)N(CC(C)C)C2CCS(=O)(=O)C2)s1 (stereo unspecified),x,-20%,-8%,u,-10%[11.6 µM],u
O=C(Nc1cc(N2CCOCC2)ncn1)NC1(C(F)(F)F)Oc2ccccc2O1,2%,0%,13µM*,u,-1%,-5
O=C(CCc1ccc(O)cc1)N1C[C@H]2C[C@@H](C1)c1cccc(=O)n1C2,9%,u,-7%,-14%,-5%,-17
CCOC(=O)C1=C(C)NC(C)=C(C(=O)OCC)C1c1cccs1,5%,2%,2%,1%,-15%,-30
CC(=O)c1c(C)[nH]c(C(=O)OCC(=O)Nc2ccc3[nH]c(=O)[nH]c3c2)c1C,x,-12%,-16%,11%,20%,64
O=C(Cn1ncc2c3ccccc3n(Cc3ccccc3)c2c1=O)Nc1ccccc1C(F)(F)F,x,-2%,1%,x,x,-13
O=C(Nc1ccc(Nc2ccccc2)cc1)c1cc([N+](=O)[O-])ccc1Cl,11%,8%,-23%,11µM*,-26%,43
Cc1cc(Oc2ccc(C#N)cc2)nc(NCc2ccccc2)n1,1%,-10%,6%,u,-4%,-39
NC(=O)C1CCN(c2nc(-c3ccccc3)nc3c2oc2ccccc23)CC1,6%,0%,-2%,u,14%,u
COc1cc(OC)c(OC)cc1CN1CCN(Cc2cccc(F)c2)CC1,-11%,u,4%,-9%,0%,21
Cc1c(NC(=O)C2CCN(S(=O)(=O)c3ccc(Cl)cc3)CC2)c(=O)n(-c2ccccc2)n1C,x,0%,15%,6%,4%,-19
Cc1cc(OCC(=O)NCC(O)c2ccccc2)c2c(C)c(C)c(=O)oc2c1 (stereo unspecified),1%,-3%,19%,-30%,-11%,24
CCc1nn(C)c(-c2n[nH]c(=S)n2N)c1Cl,u,-7%,0%,1%,7%,58
CCn1c(SCc2ccc(Cl)c(Cl)c2)nnc1C(C)NC(=O)c1ccc(OC)cc1 (stereo unspecified),0%,-2%,-22%,-3%,8%,-18
COc1cc(Cl)c(C)cc1NC(C)C(=O)Nc1cc(C(F)(F)F)ccc1N1CCOCC1 (stereo unspecified),7%,-3%,-7%,6%,u,-20
CCCCn1c(SCC(=O)Nc2nccs2)nc2ccccc2c1=O,5%,u,7%,-29%,-2%,-19

# Of the compounds above, these contain a furan ring, fused or not.
SMILES,FBPA Giardia inh,AmpC inh detg,Sm TGR inh,HCV inh,AMA1-RON2 inh,HCMV antiviral
N#C/C(=C\c1ccc(Cl)cc1)c1nc(-c2ccco2)cs1,4%,u,3%,u,0%,-29
O=C(COC(=O)/C=C/c1ccco1)NCc1ccc(Cl)cc1Cl,x,x,x,-27%,-7%,15
CCOc1ccccc1/C=N/NC(=O)c1ccc(Cn2cc([N+](=O)[O-])cn2)o1,-21%,-11%,-25%,-19%,-4%,59
O=C(NCCCO)c1ccc2nc(-c3ccco3)c(-c3ccco3)nc2c1,u,-14%,2.5µM*,-12%,u,35
Cc1nc(CNC(=O)CC2C(=O)NCCN2Cc2ccoc2)nc2c1CCCC2 (stereo unspecified),-16%,-4%,14µM*,3%,33%[activator],-36
NC(=O)C1CCN(c2nc(-c3ccccc3)nc3c2oc2ccccc23)CC1,6%,0%,-2%,u,14%,u
